Screening data as filed in PubChem.
MEX-5 binding – C. elegans MEX-5 TCR-2 RNA binding activity; Q9XUB2; MEX-5/FITC-TCR2 RNA binding, fluorescence polarization; hits give low values; activity score (negative = inhibition of binding), % at 10 µM; actives 0.38% (n = 300,000); AID 1832;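 active = inhibition past about -25% in most replicates, and total fluorescence under double the plate's negative control median, limit read from the data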;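 note: 0% = DMSO and -100% = 5 µM competing unlabeled TCR2 RNA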
MCL1-BIM inh – inhibitors of human MCL1 binding to BIM-BH3 peptide. Q07820. GST-MCL1 / FITC-Bim-BH3 fluorescence polarization. inhibition, % at 10.9 µM. actives 0.68% (n = 320,000);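 active = inhibition above the mean inhibition of all tested compounds plus 3 SD, set per campaign, cut at about 40% in these data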;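 note: 0% = DMSO wells and 100% = unlabeled Bim-BH3 peptide control; higher means more loss of mP so more displacement of Bim peptide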
TPT1 inhibitor – blocks Candida albicans tRNA 2'-phosphotransferase; AID 1962; inhibition, % at 5 µM; actives 0.81% (n = 300,000); recombinant caTPT1, FP RNA substrate dephosphorylation;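 active = inhibition above the mean of all tested compounds plus 3 SD, set per screening campaign, cut at about 24% in these data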;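 note: plate controls were DMSO alone for no effect and ferristatin control at 100 nM for full effect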
BCLXL inh – blocks human Bcl-xL binding to Bim BH3 peptide; GST-Bcl-xL / FITC-Bim BH3 peptide fluorescence polarization; inhibition, % at 10.9 µM; actives 0.7% (n = 320,000); AID 2129;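 active = inhibition above the mean of all tested compounds plus 3 SD, cutoff set per campaign, cut at about 30% in these data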;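 note: 0% = DMSO wells and 100% = unlabeled Bim-BH3 peptide competitor; inhibitors lower millipolarization by displacing the labeled peptide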
Target sequence (Q07817 whole entry, looked up): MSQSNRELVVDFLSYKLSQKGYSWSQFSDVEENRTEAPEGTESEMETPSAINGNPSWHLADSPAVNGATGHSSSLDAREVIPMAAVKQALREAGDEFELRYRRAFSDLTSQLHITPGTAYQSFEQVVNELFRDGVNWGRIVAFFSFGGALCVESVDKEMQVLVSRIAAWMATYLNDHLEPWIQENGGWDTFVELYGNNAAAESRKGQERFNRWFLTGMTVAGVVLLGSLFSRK
PAD4 FP inh – inhibitors of human PAD4; recombinant PAD4, RCA probe fluorescence polarization; inhibition, % at 6.36 µM; actives 0.41% (n = 330,000); AID 485272;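 active = percent inhibition above a cutoff equal to the mean of all tested compounds plus 3 SD, cut at about 15% in these data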;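 note: 0% = PAD4 with RCA probe and DMSO and 100% = probe without PAD4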
PME-1 primary – PME-1 (human) inhibition. Q9Y570. recombinant PME-1, FP-Rh probe fluorescence polarization. inhibition, % at 5.9 µM. actives 0.53% (n = 320,000). AID 2130;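 active = inhibition above the campaign mean of all compounds plus 3 SD, cut at about 26% in these data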;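 note: competitive labeling of PME-1 active site by serine hydrolase directed probe; 0% = PME-1 with DMSO and 100% = wells lacking PME-1 enzyme; inhibitors block probe labeling so polarization falls and inhibition rises; many of its hits are not listed in these tables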
Fam108B inh – blocks mouse Fam108B hydrolase in RBBP9 counter-screen | recombinant Fam108B, FP-Rh probe fluorescence polarization | inhibition, % at 9.51 µM | actives 0.33% (n = 300,000) | AID 1947;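 active = inhibition above the screen mean inhibition plus 3 SD, computed separately per campaign, cut at about 18% in these data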;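 note: inhibitors lower polarization as less probe binds the enzyme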
GLD-1 RNA inh – GLD-1-TGE RNA interaction inhibition (C. elegans) | AID 2280 | Q17339 | actives 0.44% (n = 320,000) | inhibition, % at 5.96 µM | purified GLD-1 + fluorescein TGE RNA, fluorescence polarization;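 active = percent inhibition above a per-plate cutoff, the plate mean of test compounds plus 3 SD, cut at about 30% in these data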;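 note: 0% = DMSO wells with GLD-1 and probe and 100% = wells lacking GLD-1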
Target sequence (Q17339 whole entry, looked up): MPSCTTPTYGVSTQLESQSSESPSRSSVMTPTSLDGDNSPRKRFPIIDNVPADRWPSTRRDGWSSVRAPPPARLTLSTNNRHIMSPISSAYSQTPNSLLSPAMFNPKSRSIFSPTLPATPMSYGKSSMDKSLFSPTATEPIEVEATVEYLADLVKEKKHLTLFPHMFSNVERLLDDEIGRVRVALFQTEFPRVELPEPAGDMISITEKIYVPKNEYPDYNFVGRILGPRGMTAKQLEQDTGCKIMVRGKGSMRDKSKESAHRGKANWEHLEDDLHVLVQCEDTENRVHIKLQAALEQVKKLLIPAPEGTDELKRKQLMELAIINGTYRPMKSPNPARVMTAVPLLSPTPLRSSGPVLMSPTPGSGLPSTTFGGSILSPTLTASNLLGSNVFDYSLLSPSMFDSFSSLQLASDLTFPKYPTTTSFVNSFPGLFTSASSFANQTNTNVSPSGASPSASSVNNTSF
GSTO1 inh – blocks human GSTO1 in RBBP9 counter-screen; P78417; actives 1.1% (n = 300,000); inhibition, % at 5.96 µM; recombinant GSTO1, activity-based probe fluorescence polarization;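 active = inhibition above the campaign mean inhibition plus 3 SD, cut at about 35% in these data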;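 note: 0% = GSTO1-1 with DMSO and 100% = wells lacking GSTO1-1 enzyme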
Target sequence (P78417 whole entry, looked up): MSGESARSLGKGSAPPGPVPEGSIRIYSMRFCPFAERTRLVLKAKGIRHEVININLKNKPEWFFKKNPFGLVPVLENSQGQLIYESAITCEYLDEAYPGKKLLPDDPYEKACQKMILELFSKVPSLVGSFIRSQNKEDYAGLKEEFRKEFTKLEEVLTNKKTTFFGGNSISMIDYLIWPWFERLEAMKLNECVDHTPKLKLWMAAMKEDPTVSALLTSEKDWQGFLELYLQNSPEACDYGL
Active calls of the source: *; x = not tested or not shown. A portion of the library; count on the stated rates, not on these rows.

Start of the data: the first five compounds (preview)
Sequence of screens – MEX-5 binding, MCL1-BIM inh, TPT1 inhibitor, BCLXL inh, PAD4 FP inh, PME-1 primary, Fam108B inh, GLD-1 RNA inh, GSTO1 inh
> O=C(NC1CCCCC1)C(c1ccc(F)cc1)N(Cc1ccccc1)C(=O)CN1C(=O)c2ccccc2S1(=O)=O (configuration not stated)
 : 0.2, 4, 0, 1, 4, -9, 1, 4, -3
> COc1ccc(/C=C/c2c([N+](=O)[O-])c(=O)n(C)c(=O)n2C)cc1
 : 1.5, 4, 0, 4, 0, -1, 4, 0, -7
> O=C(NCc1ccc(F)cc1Cl)C1CCN(S(=O)(=O)N2CCCCC2)CC1
 : 2.8, -1, -1, 2, -1, -1, 2, -4, 10
> Cc1cc[n+](C(C)C(=O)c2ccc(-c3ccccc3)cc2)cc1 (configuration not stated)
 : 1.3, -10, 2, 7, -4, -4, -1, -2, -3
> O=C(Cc1ccccc1)NNS(=O)(=O)c1ccc(F)cc1
 : 2.4, -5, -5, -1, -1, -3, 1, -1, 4

The whole of this part, repeating the preview:
Sequence of screens – MEX-5 binding, MCL1-BIM inh, TPT1 inhibitor, BCLXL inh, PAD4 FP inh, PME-1 primary, Fam108B inh, GLD-1 RNA inh, GSTO1 inh
> O=C(NC1CCCCC1)C(c1ccc(F)cc1)N(Cc1ccccc1)C(=O)CN1C(=O)c2ccccc2S1(=O)=O (configuration not stated)
 : 0.2, 4, 0, 1, 4, -9, 1, 4, -3
> COc1ccc(/C=C/c2c([N+](=O)[O-])c(=O)n(C)c(=O)n2C)cc1
 : 1.5, 4, 0, 4, 0, -1, 4, 0, -7
> O=C(NCc1ccc(F)cc1Cl)C1CCN(S(=O)(=O)N2CCCCC2)CC1
 : 2.8, -1, -1, 2, -1, -1, 2, -4, 10
> Cc1cc[n+](C(C)C(=O)c2ccc(-c3ccccc3)cc2)cc1 (configuration not stated)
 : 1.3, -10, 2, 7, -4, -4, -1, -2, -3
> O=C(Cc1ccccc1)NNS(=O)(=O)c1ccc(F)cc1
 : 2.4, -5, -5, -1, -1, -3, 1, -1, 4
> CCSc1nnc(NC(=O)Cc2ccccc2OC)s1
 : 3.0, -1, 2, 2, 1, -2, -2, 1, -7
> CCN1CCN(CCCNC(=O)c2ccc(/C=C3/Oc4ccccc4N(Cc4cccc(C)c4)C3=O)cc2)CC1
 : -0.4, -4, -2, 0, -2, -9, -14, 3, -21
> CC/C(O)=C1\C(=O)CCCC1=NCCc1nc2ccccc2[nH]1
 : 2.0, -6, 3, 5, -3, 2, -1, -1, -2
> Cc1cc(C(=O)N2CCCC(Nc3ccccc3)C2)c2ccc(F)cc2n1 (configuration not stated)
 : -1.5, 2, 0, 5, -2, -1, 1, -1, 2
> Cc1c(NC(=S)NC(=O)c2ccccc2)c(=O)n(-c2ccccc2)n1C
 : -1.9, 4, -3, 7, -9, 1, 1, 2, 1
> COc1ccc(OC)c(CCNC(=O)c2ccccc2NC(=O)C2=C(C)OCCS2)c1
 : 0.9, 0, -2, 4, -4, 5, -1, 5, 1
> CCOC(=O)C1CCN(C(=O)c2ccc3c(c2)NC(=O)/C(=C\c2cccc(C)c2)S3)CC1
 : -3.5, 5, 0, 4, -6, 25, 1, -1, -206
> CN1CCc2c(sc3c2C(=O)NC(c2cn(Cc4ccccc4)c4ccccc24)N3)C1 (configuration not stated)
 : -2.3, -26, 67*, -10, -5, 13, -6, -39, -12
> COc1ccc(N2CCN(c3ccc(NC(=O)c4ccc5c(c4)OCO5)cc3C#N)CC2)cc1
 : -2.9, -2, 4, -2, -5, 2, 1, 0, 2
> CCn1c(CN2C(=O)CSc3ccccc32)n[nH]c1=S
 : 0.3, -1, -1, -6, -1, 4, 4, -6, -3
> CC(C)(C)c1ccc(C(=O)c2c[nH]c(C(=O)O)c2)cc1
 : -0.4, 0, -3, 6, -5, 0, -1, -2, -4
> CC(C)[C@H](NC(=O)c1ccccc1)C(=O)OCC(=O)N1CC2(C)CC1CC(C)(C)C2 (some centres not stated)
 : -2.4, -5, -1, 0, 2, -1, -2, 0, 6
> COCC(C)n1c(C)cc(C(=O)COC(=O)c2ccc3c(c2)NC(=O)CS3)c1C (configuration not stated)
 : 0.3, 15, -2, 5, 2, 4, 0, 4, -2
> Cc1ccc(NC(=O)c2cc(=O)c3ccccc3o2)cc1S(=O)(=O)N1CCOCC1
 : -1.0, -1, 0, 3, 0, -5, -9, 6, 1
> O=C(c1cccc(C(F)(F)F)c1)N1CCCC1
 : 1.4, 0, -4, 0, 1, -4, -1, 1, 1
> COc1ccc2[nH]c(=O)cc(C(=O)O)c2c1
 : -9.3, 2, 3, -2, -4, -3, 7, 4, 25
> COc1cc(OC)nc(NC2OC(=O)c3ccccc32)n1 (configuration not stated)
 : -0.9, 1, 1, 3, 1, 2, -1, -2, -3
> O=C1C(c2ccc(F)cc2)N(Cc2ccc3c(c2)OCO3)C(=O)CN1C1CCCC1 (configuration not stated)
 : 1.6, 4, -4, 2, 3, -7, 4, 2, 3
> O=C(NC1=NCCS1)c1ccc(OCC2CCCO2)cc1 (configuration not stated)
 : -0.2, 2, 4, -2, -4, -1, 4, -4, 1
> Cc1nc(N2CCN(S(=O)(=O)c3cccc4nonc34)CC2)c2c3c(sc2n1)CCCC3
 : 1.9, -2, 0, 1, 2, 3, -3, 9, -2
> O=C(NCc1ccc(N2CCCC2=O)cc1)c1cccc(Cl)c1
 : -0.9, 12, -4, 8, -4, -2, -3, -1, 4
> COc1ccc(OCCCC(=O)N2CCCc3ccccc32)cc1
 : 0.6, 9, -4, 2, 0, 1, -3, -1, -69
> CCC(C)NC(=O)Cn1ccc2cc(S(=O)(=O)N3CCCCCC3)ccc21 (configuration not stated)
 : -2.9, 0, -3, 4, -1, -1, -4, 3, 3
> COc1ccc(N2C(=O)CSC2c2cccs2)cc1 (configuration not stated)
 : -0.2, -4, 3, -2, -1, -3, -2, -1, 5
> COc1cccc(C2N(c3ccc(Cl)cc3)C(=O)C3CCCN32)c1 (configuration not stated)
 : -1.4, 0, 0, -1, -1, -3, 1, 6, 2

Reprinted from the part before: two compounds, then new ones.
Sequence of screens – MEX-5 binding, MCL1-BIM inh, TPT1 inhibitor, BCLXL inh, PAD4 FP inh, PME-1 primary, Fam108B inh, GLD-1 RNA inh, GSTO1 inh
> COc1ccc(N2C(=O)CSC2c2cccs2)cc1 (configuration not stated)
 : -0.2, -4, 3, -2, -1, -3, -2, -1, 5
> COc1cccc(C2N(c3ccc(Cl)cc3)C(=O)C3CCCN32)c1 (configuration not stated)
 : -1.4, 0, 0, -1, -1, -3, 1, 6, 2
> COC(=O)C1=C(N)OC2=C(C(=O)CCC2)C1c1cccs1 (configuration not stated)
 : 1.4, 11, -4, 2, 0, 2, -5, 8, 1
> O=C(Cn1ccsc1=NC(=O)C(F)(F)F)c1ccccc1
 : -0.8, 3, -4, 4, 5, -6, 8, 2, -1
> Cc1ccc(OCc2nc(C#N)c(NCc3ccco3)o2)cc1
 : -2.9, -4, 2, 1, -2, 0, -1, -3, 4
> CC(C)N(CCNC(=O)c1nn(Cc2ccccc2)c(=O)c2ccccc12)C(C)C
 : -0.7, 3, 1, 3, -6, 5, -3, 9, 2
> CC(C)=CCN1CCN(CCCn2cccn2)CC1CCO (configuration not stated)
 : 0.5, 3, -2, 4, -5, 3, 2, 2, 0
> O=C(CCN1CCCCC1)NNC(=O)C12CC3CC(CC(C3)C1)C2
 : 1.4, -3, 1, 2, -3, -3, 4, 10, 5
> CCC(C)NCCOCCOc1ccc(Cl)c(C)c1C (configuration not stated)
 : 1.7, 3, 1, 2, 2, 5, 0, 4, 0
> COc1ccc(CCC(=O)N/N=C\c2cccs2)cc1
 : -0.3, -2, -1, 0, 1, -3, 3, 3, 4
> COc1cc2[nH]c(C(=O)Nc3ccc4c(c3)OCCO4)cc2c(OC)c1OC
 : 0.9, 4, -4, 13, -1, 10, 9, 1, 0
> COc1ccc(S(=O)(=O)NC(C)C)cc1-n1cnnn1
 : 1.2, 1, 2, 10, -2, 4, -1, 0, -3

Ordered by the number under TPT1 inhibitor (smallest number first): five from the list above.
Structure	MEX-5 binding	MCL1-BIM inh	TPT1 inhibitor	BCLXL inh	PAD4 FP inh	PME-1 primary	GLD-1 RNA inh
CCN1CCN(CCCNC(=O)c2ccc(/C=C3/Oc4ccccc4N(Cc4cccc(C)c4)C3=O)cc2)CC1	-0.4	-4	-2	0	-2	-9	3
COc1ccc(CCC(=O)N/N=C\c2cccs2)cc1	-0.3	-2	-1	0	1	-3	3
COc1ccc(/C=C/c2c([N+](=O)[O-])c(=O)n(C)c(=O)n2C)cc1	1.5	4	0	4	0	-1	0
Cc1cc[n+](C(C)C(=O)c2ccc(-c3ccccc3)cc2)cc1 (configuration not stated)	1.3	-10	2	7	-4	-4	-2
COc1ccc2[nH]c(=O)cc(C(=O)O)c2c1	-9.3	2	3	-2	-4	-3	4

More results.
Sequence of screens – MEX-5 binding, MCL1-BIM inh, TPT1 inhibitor, BCLXL inh, PAD4 FP inh, PME-1 primary, Fam108B inh, GLD-1 RNA inh, GSTO1 inh
> Cc1cc(C)n2nc(C(=O)N3CCN(c4ccc([N+](=O)[O-])cc4)CC3)nc2n1
 : 2.5, -18, -1, -17, 0, 2, -2, 6, 5
> Cc1cc(=O)oc2cc(OCC(=O)NCCCN3CCCC3=O)ccc12
 : 2.0, 4, 1, 4, 4, 4, 1, 6, 4
> Cc1onc(-c2ccccc2Cl)c1C(=O)NNC(=O)c1ccc(F)cc1
 : 1.9, 0, -1, 3, 0, 3, 2, 1, 1
> CCOC(=O)c1c(NC(=O)C2COc3ccccc3O2)sc2c1CCN(Cc1ccccc1)C2 (configuration not stated)
 : -5.1, -18, 3, -1, -6, -4, -3, -16, -1
> Cc1oc2c(C)c(O)ccc2c(=O)c1N1C(=O)c2ccccc2C1=O
 : 1.1, -3, 0, -2, -6, -4, -4, 8, -2
> Cn1c2c(c(=O)n(C)c1=O)C(CC(=O)Nc1ccccc1)C(=O)N2 (configuration not stated)
 : x, -5, -3, 1, -4, -1, -1, 6, -1
> c1ccc(-c2csc3ncnc(N4CCN(Cc5ccc6c(c5)OCO6)CC4)c23)cc1
 : 0.0, 6, 0, 3, 0, 1, -1, 1, -3
> CCOC(=O)c1sc2nc(N3CCCC3)c3c(c2c1N)CC(C)(C)OC3
 : 0.6, -3, -6, 4, 2, 7, 3, 8, -2
> O=C(Nc1ccc2c(c1)nc1n2CCN(C2CCCCC2)C1)NC1CCCCC1
 : -7.7, 67*, -9, 57*, -7, -2, -1, 28, 8
> CCOC(=O)N1CCN(C(=O)c2ccc(S(=O)(=O)c3ccc(C)cc3)c(NC(C)=O)c2)CC1
 : 0.6, -3, -1, 3, -1, -3, 0, -2, -4
